GASC-1 inh – inhibitors of human GASC-1 (JMJD2C) demethylase. AID 2099. Q9H3R0. inhibition, % at 2.35 µM. actives 0.069% (n = 330,000). GST-JMJD2C(1-420) H3K9me3 demethylation, DELFIA europium;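 active means more than half of a compound's replicate wells show inhibition beyond 50%, single wells judged on their own value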;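 further: signal counts dimethyl H3K9 product captured on neutravidin plate; 0% = median of DMSO wells and 100% = 0.3 times that DMSO median; strong numbers were not always called active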
TPT1 inh – blocks Candida albicans tRNA 2'-phosphotransferase; actives 0.81% (n = 300,000); recombinant caTPT1, FP RNA substrate dephosphorylation; inhibition, % at 5 µM; AID 1962;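 active means inhibition above the mean of all tested compounds plus 3 SD, set per screening campaign, cut at about 24% in these data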;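 further: plate controls were DMSO alone for no effect and ferristatin control at 100 nM for full effect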
procasp3 activ – activates human procaspase-3. P42574. recombinant procaspase-3 D3A, Ac-DEVD-pNA absorbance 405 nm. activation, % at 8.5 µM. actives 0.11% (n = 330,000). AID 463141;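 active means activation above the mean of all tested compounds plus 3 SD, cut at about 21% in these data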;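 further: 0% = DMSO alone and 100% = DMSO wells spiked with extra 5 µM PC-3 D3A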
Target sequence (P42574 whole entry D9A/D28A/D175A): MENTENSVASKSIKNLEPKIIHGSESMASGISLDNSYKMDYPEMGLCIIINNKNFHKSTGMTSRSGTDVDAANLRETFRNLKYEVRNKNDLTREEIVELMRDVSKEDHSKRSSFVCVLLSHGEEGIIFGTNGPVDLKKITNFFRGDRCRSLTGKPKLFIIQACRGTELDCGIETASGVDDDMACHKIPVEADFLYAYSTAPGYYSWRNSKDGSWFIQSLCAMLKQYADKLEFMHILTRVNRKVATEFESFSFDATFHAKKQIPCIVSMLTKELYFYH
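Compound: 8.5 µM single point, 0.8% DMSO / Material: Autoprocessing-dead procaspase-3 D3A mutant enzyme / Timing: 1 h preincubation plus 2 h reaction at 25 °C / Medium: Zinc-free HEPES/NaCl buffer with 0.01% Triton X-100 at pH 7.4 / Technique: 405 nm absorbance of p-nitroaniline, reads at 0 and 120 min / Repeats: one well per compound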
PP1 inh – blocks human PP1-alpha phosphatase, a PP5 counter-screen; purified PP1alpha, OMFP fluorescence; inhibition, % at 6.7 µM; actives 0.9% (n = 320,000);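 active means inhibition above the mean inhibition of all tested compounds plus 3 SD, computed separately for each screening campaign, cut at about 15% in these data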
CTSL1 counter – blocks F. hepatica cathepsin L1 in PFM18AAP counter-screen. recombinant F. hepatica cathepsin L1, Z-Leu-Arg-MCA fluorescence. inhibition, % at 5.96 µM. actives 0.49% (n = 300,000);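 active means inhibition above the mean of all tested compounds plus 3 SD, set per screening campaign, cut at about 17% in these data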;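 further: 0% = plate median of test compound wells and 100% = 1 µM Z-Phe-Ala-diazomethylketone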
Efflux pump inh – inhibitors of Candida antifungal efflux pumps expressed in yeast | actives 0.44% (n = 330,000) | S. cerevisiae Candida pump triplex, Nile Red efflux | inhibition, % at 10 µM | AID 485275;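 active means plate passing quality check with inhibition over a set limit, or well fluorescence over plate mean plus 4 SD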;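 further: Nile Red retained in pooled yeast measured as flow cytometry median fluorescence; 0% = buffer negative control and 100% = Enniatin B positive control; higher means more Nile Red kept so more efflux inhibition; some compounds called inactive have numbers as strong as hits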
proCasp7 act – counter-screen: procaspase-7 (human) activation | recombinant procaspase-7, Ac-DEVD-pNA absorbance 405 nm; D23A/D198A/D206A triple mutant, cannot self-cleave; scale: DMSO 0, 5 µM enzyme 100 | P55210 | AID 463210 | activation, % at 8.5 µM | actives 0.093% (n = 330,000);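 active means percent activation above the screen-wide mean plus 3 SD, cut at about 25% in these data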
Target sequence (P55210 whole entry D23A/D198A/D206A): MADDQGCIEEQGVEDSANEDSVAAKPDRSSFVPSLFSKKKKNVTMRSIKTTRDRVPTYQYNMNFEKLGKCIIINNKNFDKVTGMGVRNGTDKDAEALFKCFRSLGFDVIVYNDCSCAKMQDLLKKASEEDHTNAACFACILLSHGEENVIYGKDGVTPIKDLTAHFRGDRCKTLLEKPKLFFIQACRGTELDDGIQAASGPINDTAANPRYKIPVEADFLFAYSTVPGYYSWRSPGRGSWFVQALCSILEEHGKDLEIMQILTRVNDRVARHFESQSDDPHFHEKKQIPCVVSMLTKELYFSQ
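Assay system – Uncleavable procaspase-7 mutant enzyme · Quantity – 2 µM procaspase-7 mutant as dispensed · Times – 1 h preincubation, 2 h reaction · Dosing – single nominal 8.5 µM compound dose, 0.8% DMSO final · Buffer or medium – Zinc-free 50 mM HEPES buffer, pH 7.4, with NaCl and Triton X-100 · Detection – Epi-absorbance of released pNA at 405 nm, two timepoints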
HCV core dimer – blocks dimerization of HCV core protein; inhibition, % at 5 µM; TR-FRET GST/Flag-core106 dimerization, 1536-well; actives 0.33% (n = 300,000);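 active means inhibition above the mean of all tested compounds plus 3 SD, set per screening campaign, cut at about 45% in these data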
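assay system = GST-tagged and Flag-tagged HCV core protein residues 1-106 | controls = unlabelled core106 and no-GST-core106 wells | incubation = compound-protein-antibody incubation 4 h at 22.5 °C | probe or stimulus = Eu donor and XL665 acceptor anti-tag antibodies | read-out = % inhibition based on acceptor/donor emission ratio | signal = TR-FRET 671 and 617 nm emission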
PP5 primary – PP5 (human) phosphatase inhibition. P53041. purified PP5c, OMFP substrate fluorescence. inhibition, % at 6.7 µM. actives 0.18% (n = 320,000). AID 1987;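 active means inhibition above the campaign's mean inhibition across all tested compounds plus 3 SD, cut at about 9.5% in these data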;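 further: 0% = DMSO only and 100% = 100 µM cantharidin control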
Target sequence (P53041 whole entry, looked up): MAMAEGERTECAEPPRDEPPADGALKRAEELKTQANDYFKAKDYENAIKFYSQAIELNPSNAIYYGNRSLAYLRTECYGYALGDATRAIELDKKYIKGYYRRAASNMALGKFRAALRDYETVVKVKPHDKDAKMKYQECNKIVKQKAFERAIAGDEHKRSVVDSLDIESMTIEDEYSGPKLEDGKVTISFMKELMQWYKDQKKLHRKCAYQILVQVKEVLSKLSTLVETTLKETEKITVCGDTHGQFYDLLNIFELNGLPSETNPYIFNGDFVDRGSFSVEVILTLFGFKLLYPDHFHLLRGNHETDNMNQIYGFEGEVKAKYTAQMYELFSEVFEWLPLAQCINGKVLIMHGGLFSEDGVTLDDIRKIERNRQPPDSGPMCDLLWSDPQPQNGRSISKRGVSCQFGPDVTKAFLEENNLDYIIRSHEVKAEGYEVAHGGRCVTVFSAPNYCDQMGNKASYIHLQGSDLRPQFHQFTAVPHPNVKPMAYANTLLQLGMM
The depositor's hits bear a star; . = no result given; & = joins results of further samples.

SMILES | GASC-1 inh | TPT1 inh | procasp3 activ | PP1 inh | CTSL1 counter | Efflux pump inh | proCasp7 act | HCV core dimer | PP5 primary
Nc1nc(NC(=O)C(Cl)(Cl)Cl)nn1-c1ccccc1 | 3 | 1 | -13 | 1 | 1 | 0.0 | 9 | 2 | -2.8
Cc1ccc(-c2ccc(/C=N/c3ncn[nH]3)o2)cc1Cl | -2 | 2 | -3 | 0 | -1 | 0.2 | 1 | 14 | 4.2
COc1ccc([C@@H]2C[C@@H](c3ccccc3)Oc3c(C)ccc(C(C)C)c32)cc1 | 9 | -3 | -2 | 3 | -3 | -0.1 | 1 | 4 | 5.5
Cc1ccc(/C=C/C(=O)Nc2nn[nH]n2)o1 | -3 | -2 | 3 | 2 | 1 | 0.0 | -2 | -4 | -1.5
COc1cccc(CC(=O)OC(C)C(=O)Nc2ccc(Cl)cn2)c1 (stereo unspecified) | 0 | -1 | 7 | -1 | -28 | 0.1 | 9 | -1 | 0.0
CC(=O)N1CCc2[nH]c3ccccc3c2C1 | 17 | 2 | -13 | -7 | 2 | 0.0 | 2 | 3 | 3.0
Cc1ccc(S(=O)(=O)NNC(=O)CC#N)cc1 | 2 | -1 | 2 | -3 | 0 | -0.1 | -3 | 0 | 2.7
CCCCC(=O)Nc1ccc(C(N)=O)cc1 | -4 | -2 | -5 | -3 | 4 | -0.3 | -2 | -9 | 2.1
Cc1ccc(S(=O)(=O)N2CCN(C(=O)c3ccccc3-c3nc4ccccc4s3)CC2)c(C)c1 | -2 | 4 | -3 | -3 | 6 | 0.2 | -4 | 8 | -1.1
CCN(CC)S(=O)(=O)c1ccc(N2CC(C(=O)N3CCOCC3)CC2=O)cc1 (stereo unspecified) | 21 | . | 9 | -6 | . | 0.2 | 10 | . | -1.2
O=C(O)COc1ccc2nsnc2c1Cl | -4 | -3 | -5 | -2 | -5 | 0.1 | -10 | -8 | -0.9
CCN(CC)CCN1C(=O)C(=O)/C(=C(/O)c2ccc3c(c2)CC(C)O3)C1c1ccc(OC)cc1 (stereo unspecified) | -2 | 3 | -4 | -1 | -1 | 0.1 | -28 | 5 | 1.6
Cc1cnc(NC(=O)CSc2nnc(-c3ccccc3)n2Cc2ccccc2)s1 | -6 | -2 | 8 | 1 | 0 | -0.1 | 2 | 8 | 2.0
Cc1ccc(Cl)c(OCC(=O)NCc2ccco2)c1 | -1 | 0 | 11 | 2 | -2 | -0.1 | 0 | -3 | 1.4
O=C(CSc1nc(=O)n2ccccc2n1)Nc1cccc2ccccc12 | -12 | 1 | 4 | 0 | 9 | 0.3 | 7 | 0 | 1.4
N=c1c(C(=O)NCC2CCCO2)cc2c(=O)n3ccccc3nc2n1C1CCCC1 (stereo unspecified) | 27 | 1 | -9 | -2 | 3 | 0.1 | -10 | -6 | 2.2
Cc1cc(/C=N\NC(=O)CC(=O)NC2CCCCC2)c(C)n1-c1ccc(Cl)cc1 | -2 | -1 | 3 | 5 | 5 | 0.1 | 5 | 13 | 1.3
Cc1cc(Oc2ccc(Cl)cc2)nc(SCC(=O)c2ccccc2)n1 | -12 | 0 | 7 | 1 | 4 | -0.1 | 5 | 4 | 1.7
CCOc1ccc(NC(=O)c2sc(N3CCOCC3)nc2-c2ccccc2)cc1 | -1 | -3 | -5 | -1 | 1 | -0.3 | -9 | -1 | -2.0
COc1cc(OC)cc(C(=O)N2CCN(C(=O)c3ccc(OC)c(OC)c3)CC2)c1 | 3 | 3 | 2 | -2 | 1 | 0.1 | -4 | -3 | -0.9
O=C(NC1(C(F)(F)F)NC(=O)N(Cc2cccnc2)C1=O)c1ccc(F)cc1 (stereo unspecified) | 0 | -5 | 7 | 0 | -3 | -0.1 | 4 | -3 | -1.0
O=C(O)c1cccc(S(=O)(=O)NCc2cccs2)c1 | 25 | -5 | -5 | -6 | -5 | 0.0 | 2 | -2 | 1.7
CCOC(=O)C1CCCN(S(=O)(=O)Cc2ccccc2)C1 (stereo unspecified) | 5 | -3 | 0 | -2 | 3 | 0.1 | 3 | 0 | 0.6
CCOC(=O)C1CCN(S(=O)(=O)c2ccc(OC)c(Cl)c2)CC1 | -2 | -1 | 2 | 0 | 7 | -0.1 | 1 | 1 | 1.4
Cc1nc2c(c(C)c1C#N)C(=O)c1ccccc1-2 | 12 | 0 | 4 | -3 | 2 | -0.1 | -5 | 14 | 1.3

Single entries from above.
procasp3 activ with `O=C(NC1(C(F)(F)F)NC(=O)N(Cc2cccnc2)C1=O)c1ccc(F)cc1` (stereo unspecified) reads 7
CTSL1 counter with `Cc1cnc(NC(=O)CSc2nnc(-c3ccccc3)n2Cc2ccccc2)s1` reads 0
GASC-1 inh with `Cc1ccc(S(=O)(=O)N2CCN(C(=O)c3ccccc3-c3nc4ccccc4s3)CC2)c(C)c1` reads -2
GASC-1 inh with `CCCCC(=O)Nc1ccc(C(N)=O)cc1` reads -4
Efflux pump inh with `CC(=O)N1CCc2[nH]c3ccccc3c2C1` reads 0.0
CTSL1 counter with `COc1cc(OC)cc(C(=O)N2CCN(C(=O)c3ccc(OC)c(OC)c3)CC2)c1` reads 1
CTSL1 counter with `O=C(CSc1nc(=O)n2ccccc2n1)Nc1cccc2ccccc12` reads 9

(more compounds)
SMILES | GASC-1 inh | TPT1 inh | procasp3 activ | PP1 inh | CTSL1 counter | Efflux pump inh | proCasp7 act | HCV core dimer | PP5 primary
Cc1ccc(S(=O)(=O)Nc2ccccc2C(=O)NCC2CCCO2)cc1 (stereo unspecified) | -1 | -4 | -3 | -2 | 0 | -0.1 | 6 | -7 | 1.4
COc1c(C)cccc1C(=O)Nc1ccc(N2CCOCC2)c(Cl)c1 | -2 | -3 | 5 | -3 | -3 | 0.3 | 12 | -7 | 4.1
CN1C2=C(C#N)C(c3ccccc3)(C(F)(F)F)NC(=O)N2c2ccccc21 (stereo unspecified) | 1 | 1 | 2 | -1 | 6 | 0.0 | -12 | 3 | 3.0
CC[C@@H]1CN(C)[C@H]2Cc3c([nH]c4ccccc34)C(=O)C[C@@H]1[C@@H]2C(=O)OC | 3 | -1 | -3 | -3 | 6 | 0.0 | -8 | 1 | 3.1
COc1ccccc1OC(C)c1nnc(SCC(=O)Nc2c(C)n(C)n(-c3ccccc3)c2=O)n1-c1ccccc1 (stereo unspecified) | -6 | 1 | 1 | 0 | 5 | 0.2 | -3 | 4 | -1.9
COc1ccc(C(=O)NCC(=O)N2CC=C(c3ccccc3)CC2)cc1OC | 15 | . | 1 | 0 | . | 0.2 | 7 | . | 0.8
Cc1ccccc1OC(C)C(=O)Nc1ccc(S(=O)(=O)Nc2nccs2)cc1 (stereo unspecified) | 4 | -2 | 0 | -1 | -3 | 0.0 | -2 | -2 | 1.5
CCc1ccc(C(=O)OCC(=O)N(CCOC)c2c(N)n(Cc3ccccc3)c(=O)[nH]c2=O)cc1 | 2 | 1 | -6 | -5 | -2 | -0.1 | 4 | 1 | 0.1
CCOc1ccccc1C1CC(c2ccc(Br)cc2)Nc2nc(N)nn21 (stereo unspecified) | -11&-22 | 1 | -22 | -6 | -1 | 0.3 | 0 | 10 | 0.4
C=CCn1c(=O)c(C(=O)NC(C)c2ccccc2)c(O)c2ccccc21 (stereo unspecified) | 2 | 1 | -11 | -2 | -2 | -0.1 | -7 | 6 | 0.2
Cc1cccc(C)c1NC(=O)COC(=O)C1Cc2ccccc2CN1C(=O)c1ccccc1 (stereo unspecified) | 7 | 2 | -1 | -2 | 9 | 0.1 | 2 | 3 | -2.1
COC(=O)C(CCSC)NC(=O)Cn1ncc2c(=O)oc3ccc(C)cc3c21 (stereo unspecified) | 3 | -3 | -5 | 0 | 0 | -0.1 | -2 | 19 | 1.4
O=C(Nc1ccc2c(c1)OCO2)c1ccc(COc2ccc3c(c2)CCC3)o1 | 6 | 0 | 11 | 4 | 0 | 0.1 | -2 | 14 | 1.8
O=C(CN(c1cccc([N+](=O)[O-])c1)S(=O)(=O)c1ccccc1)N1CCCCC1 | 6 | -2 | -1 | 4 | -2 | -0.2 | -3 | 8 | 0.5
CCCCOC(=O)Nc1nnc(COc2ccccc2)s1 | 3 | 2 | 3 | -4 | -1 | 0.0 | -4 | 2 | 2.0
CC(=O)NNC(=S)NC(=O)C(c1ccccc1)c1ccccc1 | -8 | 1 | -3 | -3 | -3 | 0.0 | -9 | 0 | 1.7
CN(C(=O)c1ccc(OC2CCN(S(=O)(=O)N(C)C)CC2)cc1)C1CCCCC1 | 5 | 2 | -3 | 4 | 0 | 0.1 | -4 | 7 | 2.9
Cc1cccc(N2CCN(C(=O)c3ccc(N4CCCC4=O)cc3)CC2)c1C | 9 | 3 | -14 | -6 | -2 | 0.4 | 5 | 5 | 0.7
CC(=O)NNC(=S)NCCc1ccccc1 | -11 | 1 | 2 | 2 | 4 | 0.2 | -10 | 5 | -3.5
CCNC(=O)NC(=O)CSc1cccc(C(F)(F)F)c1 | -20 | 1 | 0 | -1 | 4 | 0.1 | -5 | 0 | 0.9
CN(C(=O)c1cccc(NC(=O)Cc2cccc([N+](=O)[O-])c2)c1)C1CC1 | -1 | . | 3 | . | . | -0.6 | -4 | . | .
Cc1ccc(S(=O)(=O)NNC(=O)C(=O)NNS(=O)(=O)c2ccc(C)cc2)cc1 | 7 | 0 | -4 | -1 | 0 | -0.1 | 8 | -2 | 1.7
COc1ccc(C(C(=O)NC2CCCC2)N(Cc2ccco2)C(=O)c2snc(C(N)=O)c2N)cc1OC (stereo unspecified) | 36 | 3 | 0 | -4 | 1 | 0.1 | -6 | 2 | -1.8
CCn1c(=O)c2cc(C(=O)NCc3cccs3)sc2c2ccccc21 | 21 | 3 | 5 | 3 | -2 | 0.1 | 3 | 5 | 4.0
Cc1onc(-c2c(Cl)cccc2Cl)c1C(=O)NC1C(=O)N2C1SC(C)(C)C2C(=O)O (stereo unspecified) | 2 | -1 | -5 | -4 | -2 | 0.4 | 2 | 2 | -2.2
Cc1ccc(NC(=O)CN(C)C(=O)COC(=O)CCS(=O)(=O)c2ccc(C)cc2)cc1 | -12 | 0 | 1 | -1 | -53 | -0.5 | 10 | 4 | 4.0

Structures above that contain a thiophene ring, fused or not (two):
SMILES | GASC-1 inh | TPT1 inh | procasp3 activ | PP1 inh | CTSL1 counter | Efflux pump inh | proCasp7 act | HCV core dimer | PP5 primary
O=C(O)c1cccc(S(=O)(=O)NCc2cccs2)c1 | 25 | -5 | -5 | -6 | -5 | 0.0 | 2 | -2 | 1.7
CCn1c(=O)c2cc(C(=O)NCc3cccs3)sc2c2ccccc21 | 21 | 3 | 5 | 3 | -2 | 0.1 | 3 | 5 | 4.0
